ALOX12 inh: Primary qHTS assay for inhibitors of human arachidonate 12S-lipoxygenase (ALOX12): Round 2. Polyunsaturated fatty acid lipoxygenase ALOX12 (Homo sapiens), P18054. purified 12hLO, xylenol orange hydroperoxide absorbance. Potency, µM (highest dose often 108 µM), without a hit: at the top dose activity change, negative = inhibition, hits mostly inhibitors. 580,000 tested, 1.1% active. AID 1671190, 2021; note: potency is the fitted concentration of half-maximal effect; % is set by controls: 0 for no effect and ±100 for the full control effect
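Purified human 12hLO at 150 nM in 25 mM Hepes, 0.01% Triton X-100, pH 7.0, preincubated 15 min at room temperature with compound. Reaction started with 40 uM arachidonic acid, 30 min at room temperature. Hydroperoxide measured by Fe-xylenol orange, 573/405 nm absorbance ratio.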
APE1 inh: qHTS Assay for Inhibitors of the Human Apurinic/apyrimidinic Endonuclease 1 (APE1) | Potency, µM (highest dose often 65.8 µM), without a hit: at the top dose activity change, negative = inhibition, actives largely listed as inhibitors | 350,000 tested, 0.35% active | DNA repair nuclease/redox regulator APEX1 (Homo sapiens), P27695 | recombinant APE1, TAMRA/BHQ-2 abasic DNA cleavage fluorescence;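 note: potency is the fitted concentration of half-maximal effect; plate controls were vehicle for no effect and reference inhibitor for full effect; nearly all actives have a fitted effect of over 55% in size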
Target sequence (P27695 whole entry, looked up): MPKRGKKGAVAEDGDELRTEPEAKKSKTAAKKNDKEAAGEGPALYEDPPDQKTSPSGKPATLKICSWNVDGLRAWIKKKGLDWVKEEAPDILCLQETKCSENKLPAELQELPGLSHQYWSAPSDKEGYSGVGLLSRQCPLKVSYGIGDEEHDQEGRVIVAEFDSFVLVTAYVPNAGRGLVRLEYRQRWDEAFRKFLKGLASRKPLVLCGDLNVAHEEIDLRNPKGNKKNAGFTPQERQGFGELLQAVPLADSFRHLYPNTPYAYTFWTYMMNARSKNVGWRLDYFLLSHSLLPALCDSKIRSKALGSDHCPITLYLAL
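Enzyme (0.75 nM final) and test compound are incubated 15 min at room temperature before adding 50 nM quenched THF abasic-site duplex. Cleavage dequenches TAMRA, followed at 525/598 nm over three reads one minute apart.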
Apoferritin bind: qHTS Assay for Identification of Novel General Anesthetics; Ferritin light chain (Equus caballus), P02791; apoferritin/1-aminoanthracene competitive binding, fluorescence; Potency, µM (highest dose often 77.5 µM), for inactives: top-dose activity change, negative = displacement, most hits filed as inhibitors; 350,000 tested, 0.074% active; AID 485281, 2010; note: potency is the fitted concentration of half-maximal effect; % is set by controls: 0 for no effect and ±100 for the full control effect; nearly all actives have a fitted effect of over 20% in size
Target sequence (P02791 2-175 limits assumed): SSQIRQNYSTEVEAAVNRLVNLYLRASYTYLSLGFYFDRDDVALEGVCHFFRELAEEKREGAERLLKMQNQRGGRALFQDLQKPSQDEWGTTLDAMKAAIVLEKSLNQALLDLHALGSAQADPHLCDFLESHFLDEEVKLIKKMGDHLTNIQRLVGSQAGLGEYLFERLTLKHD
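Horse-spleen apoferritin (10 uM) was mixed with 50% saturated 1-aminoanthracene in PBS, exposed to compounds for 10 min at room temperature, and read for fluorescence (ex 380 nm, em 535 nm). Competitive displacement was fitted with a four-parameter Hill equation.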
Pol kappa inh: qHTS for Inhibitors of Polymerase Kappa; purified Pol kappa, fluorescent DNA synthesis assay, 10 min; Potency, µM (highest dose often 107 µM), without a hit: at the highest dose activity, negative = inhibition, hits mostly inhibitors; 400,000 tested, 0.53% active; AID 588579, 2011; note: potency is the fitted concentration of half-maximal effect; % is set by controls: 0 for no effect and ±100 for the full control effect
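50 nM final substrate added after 15 min RT preincubation of 10 nM Pol kappa with compound; fluorescence read at 0 and 10 min.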
POLI inh: qHTS for Inhibitors of Polymerase Iota. AID 588590, 2011. Pol iota fluorescent replication assay, 10 min. 390,000 tested, 1% active. DNA polymerase iota (Homo sapiens), Q9UNA4. Potency, µM (titrated, usually from 115 µM), without a hit: at the top dose activity, negative = inhibition, hits mostly inhibitors; note: potency is the fitted concentration of half-maximal effect
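Pol iota at 10 nM preincubated 15 min with compounds at room temperature; reaction started with fluorescent substrate, 50 nM final. Fluorescence read kinetically at 0 and 10 min; buffer-only wells as negative control.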
TRHR agonist: qHTS for Small Molecule Agonists and Allosteric Enhancers of Human TRH Receptor: Primary Screen for Agonists. Thyrotropin-releasing hormone receptor (Homo sapiens), P34981. TRHR cells, calcium flux fluo-8, FDSS agonist mode. activation, % at 2 µM. 360,000 tested, 0.18% active. AID 493084, 2011; in the data active = activation above about 30%; note: 0% is about no effect
Target sequence (P34981 whole entry, looked up): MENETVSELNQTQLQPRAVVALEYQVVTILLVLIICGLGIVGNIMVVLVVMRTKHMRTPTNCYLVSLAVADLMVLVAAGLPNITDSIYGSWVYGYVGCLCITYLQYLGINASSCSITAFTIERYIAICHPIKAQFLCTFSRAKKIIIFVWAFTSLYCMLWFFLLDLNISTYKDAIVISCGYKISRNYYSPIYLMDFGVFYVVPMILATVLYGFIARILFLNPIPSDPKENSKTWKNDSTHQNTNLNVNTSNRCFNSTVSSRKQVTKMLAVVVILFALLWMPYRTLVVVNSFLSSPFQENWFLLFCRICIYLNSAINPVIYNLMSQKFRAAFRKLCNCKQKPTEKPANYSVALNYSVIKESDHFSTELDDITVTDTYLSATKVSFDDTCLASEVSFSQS
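Steps: seed TRHR cells overnight; add fluo-8 no-wash Ca dye, RT 30 min–1.5 h; record 10 s baseline; pin-transfer compounds; monitor fluorescence 1 cycle/s for the agonist window. Calcium increases flag candidate agonists.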
ERG-DNA inh: qHTS for Small Molecule Inhibitors of the ERG Ets/DNA interaction; Transcriptional regulator ERG (Homo sapiens), P11308; fluorescence polarization, His-ERG Ets domain / labelled DNA; Potency, µM (doses to about 76.9 µM), without a hit: at the top dose FP activity, negative = inhibition, most hits filed as inhibitors; 370,000 tested, 0.028% active; AID 624246, 2012; active = well fitted inhibition curve with a large enough effect in the polarisation, with a control signal flat; inconclusive = small, poorly fitted or top-dose-only effect, or effect the other way, or a change in a side signal; inactive = no such curve, though single readings can be large or run the other way; the % refers to the polarisation;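 note: polarization taken with two DNA probes labelled with fluorescein and Texas red; potency is the fitted concentration of half-maximal effect; % of control where 0% means no effect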
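His-tagged ERG Ets domain (1 uM in the protein solution; 300mM KCl, 50mM Tris-HCl, 1mM EDTA, 1mM DTT, pH 7.5) received compound, then a probe mix of 5 nM fluorescein-DNA and 100nM Texas-615-DNA. Fluorescence polarization was read for both dyes.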
BLM inh: qHTS Assay for Inhibitors of Bloom's syndrome helicase (BLM); AID 2528, 2010; Potency, µM (top dose mostly 56.1 µM), for inactives: top-dose activity change, negative = inhibition, usual class: inhibitors; recombinant BLM DNA unwinding, fluorescence dequenching; 350,000 tested, 0.2% active; RecQ-like DNA helicase BLM (Homo sapiens), P54132;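 note: potency is the fitted concentration of half-maximal effect; plate controls were vehicle for no effect and no enzyme for full effect; nearly all actives have a fitted effect of over 35% in size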
POLB inh: qHTS Assay for Inhibitors of DNA Polymerase Beta; P06746; 340,000 tested, 1.3% active; Potency, µM (top dose mostly 114 µM), without a hit: at the top dose activity change, negative = inhibition, usual class: inhibitors; AID 485314, 2010; Pol beta primer extension/strand displacement, fluorescence kinetic; note: potency is the fitted concentration of half-maximal effect; % is set by controls: 0 for no effect and ±100 for the full control effect
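Pol beta (10 nM) was preincubated with compound for 15 min at room temperature. The reaction was then started with 50 nM substrate and read immediately and after a further 10 min at room temperature.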
The depositor's hits bear a star; ? = inconclusive; / = not tested or not shown; & = joins results of further samples; [ ] = dose if it differs, or a comment. Unless noted, calls come from the whole dose curve; as a rule, active = well fitted curve in the direction sought with a large enough effect; inconclusive = small, poorly fitted or top-dose-only effect, or another doubt; inactive = no such curve, though single readings can be large; an effect the other way counts as inactive or inconclusive.

canonical_smiles	ALOX12 inh	APE1 inh	Apoferritin bind	Pol kappa inh	POLI inh	TRHR agonist	ERG-DNA inh	BLM inh	POLB inh
CCN(CC(=O)NCc1cccs1)C(=O)c1cccc(S(=O)(=O)Nc2ccccc2Cl)c1	-21%	11%	/	-11%	6%	-0.3	-6%	/	/
COc1cc2c(cc1NC(=O)COc1ccc3ccccc3c1)oc1ccccc12	31%[activator]	-2%	-14%	-3%	-2%	-1.2	-2%	-2%	1%
c1coc(CNc2nc3sc4c(c3c3ncnn23)CCCC4)c1	21%	-5%	-8%	-15%	0%	0.4	-1%	-12%	26%
COc1ccc(NC(=O)c2cc(C3CC3)on2)c(OC)c1	44%[activator]	-6%	1%	7%	9%	1.0	5%	-2%	1%
CCOc1ccc(N(CC(=O)Nc2ccc(OC)cc2)S(=O)(=O)c2ccc(Cl)cc2)cc1	-24%	/	1%	-4%[60.1 µM]	34%[activator]	0.4	2%	-2%	3%
CSCCC(NC(=O)c1ccc(Cl)cc1)C(=O)OCC(=O)NCc1ccco1 (centres undefined)	-22%	-10%	/	-9%	-8%	-0.5	-3%	/	/
C=CCn1c(SCC(=O)N(C)CC(=O)Nc2ccc(C)cc2)nnc1-c1ccncc1	-26%	28%	/	-2%	21%	/	3%	/	/
COc1ccc(N2CC(C(=O)Nc3cccnc3)CC2=O)cc1 (centres undefined)	-25%	-12%	-2%	0%	29%	0.6	-4%	2%	57%
O=C(/C=C/c1ccc(F)cc1)NCCC1=CCCCC1	0%	-6%	?	-5%	14%	1.1	-7%	-3%	41%[activator]
COC(=O)C1=C[C@@H](C(=O)OC)[C@H]2C3=C(C(=O)[C@@]2(C)NC(=O)c2ccccc2)[C@H](C)C(C(=O)OC)=C(C(=O)OC)[C@@H]3C1	/	24%	-1%	-9%	-7%	/	/	6%	/
O=C(Nc1ccccc1)C1CCCN(C(=O)c2ccc(Cl)cc2)C1 (centres undefined)	-6%	3%	-6%	-2%	28%	0.1	4%	0%	18%
CC1CCN(C(=O)Cn2c(=O)n(-c3ccc(F)cc3)c(=O)c3sccc32)CC1	-4%	8%	-5%	7%	20%	-0.2	4%	-2%	39%
Cc1c(C(=O)Nc2cccc([N+](=O)[O-])c2)cnn1-c1ccccc1	0%	5%	-15%	-8%	-23%	1.4	9%	-2%	9%
CN(CCO)S(=O)(=O)c1ccc2c(c1)C(=NNC(N)=O)c1cc(S(=O)(=O)N(C)CCO)ccc1-2	1%	1%	1%	-9%	-9%	0.0	2%	-1%	-29%
S=C(Nc1ccccc1)N1CCCCCC1	0%	3%	?	-13%	4%	-1.2	1%	-4%	11%
CC(C)OC(=O)c1c(NC(=O)c2cccc(C(F)(F)F)c2)sc2c1CCCC2	0%	/	0%	1%	30%[activator]	-1.4	1%	1%	10%
O=C(c1cccc(S(=O)(=O)N2CCN(c3ccc(F)cc3)CC2)c1)N1CCCCCCC1	24%	0%	/	-10%	12%	-0.6	-1%	/	/
CCOC(=O)N1CCN(C(=O)c2oc3ccc(S(=O)(=O)N4CCCCC4)cc3c2C)CC1	11%	-2%	-22%	-5%	-3%[58.9 µM]	0.1	1%	0%	33%
O=C(c1ccc2c(c1)N(Cc1ccccc1F)C(=O)c1ccccc1S2)N1CCOCC1	-1%	22%	-24%	-2%	39%[activator]	-1.1	-5%	-8%	18%
O=C(CN1C(=O)c2ccccc2S1(=O)=O)Nc1ccccn1	-11%	11%	/	-2%	4%	0.2	0%	/	/
CN(C)CCn1c2c(c(SCC(=O)Nc3cccc4ccccc34)nc1=O)CCC2	-16%	-10%	/	-6%	65%[activator]	0.4	-3%	/	/
CCNC(=O)CSc1nnc(-c2cccc(S(=O)(=O)N(CC)CC)c2)n1CCc1ccccc1	25%	-2%	-12%	-8%	?	-0.4	-1%	5%	11%
O=C(Nc1nsc(-c2ccccc2)n1)c1ccc(F)cc1	-12%	-1%	-12%	-13%	7%	-0.8	1%	-4%	35%
COc1ccc(C2CC(c3cc(Br)ccc3F)n3nnnc3N2)cc1 (centres undefined)	-1%	-1%	-7%	-10%	6%	0.1	-1%	-7%	-2%
CC(C)C1N(c2ccccc2)C(N)=C(C#N)C1(C#N)C#N (centres undefined)	11%	?	4%	-2%	22%	0.1	11%	-1%	?
O=C(O)c1cccc(NC(=O)c2ccc(S(=O)(=O)c3ccccc3)cc2)c1	-13%	-1%	3%	-4%	-12%	0.2	/	0%	22%
Cc1ccc(S(=O)(=O)N(C)CC(=O)O/N=C(\N)c2cccc([N+](=O)[O-])c2)cc1	0%	2%	?	-5%	15%	0.1	2%	-7%	-2%
CCC1(CC)NC(=O)N(CC(=O)OCC(=O)Nc2cc(C)ccc2C)C1=O	0%	0%	-10%	1%	8%	0.2	15%	-2%	21%
COC(=O)C(CCSC)NS(=O)(=O)c1ccccc1Br (centres undefined)	/	15%	-1%	-11%	13%	/	/	6%	/
Cc1cc(C)c2c(c1)-c1c(ssc1=S)C(C)(C)N2C(=O)CN1C(=O)c2ccccc2C1=O	?	2%	-2%	-4%	-2%	0.2	19%	-2%	19%

Limited to POLB inh and TRHR agonist, for some of the entries so far:
SMILES | POLB inh | TRHR agonist
CCOc1ccc(N(CC(=O)Nc2ccc(OC)cc2)S(=O)(=O)c2ccc(Cl)cc2)cc1 | 3% | 0.4
CSCCC(NC(=O)c1ccc(Cl)cc1)C(=O)OCC(=O)NCc1ccco1 (centres undefined) | / | -0.5

Carrying on:
canonical_smiles	ALOX12 inh	APE1 inh	Apoferritin bind	Pol kappa inh	POLI inh	TRHR agonist	ERG-DNA inh	BLM inh	POLB inh
COc1ccc(NS(=O)(=O)c2ccc3[nH]c(=O)[nH]c3c2)cc1	?	5%	-3%	-7%	64%[activator]	0.8	6%	4%	5%
Cc1cccc(NC(=O)c2ccc3nc(N4CCOCC4)sc3c2)c1C	-20%	28%	?	-13%	-3%	-0.8	-5%	-1%	14%
O=[N+]([O-])c1ccccc1S(=O)(=O)Nc1ccc(-c2ccc(N3CCCC3)nn2)cc1	23%	15%	/	-30%	?	-0.5	-8%	/	/
CN(c1ccccc1)S(=O)(=O)c1cccc(C(=O)NC2CC(C)(C)NC(C)(C)C2)c1	-7%	25%	/	1%	2%	0.3	-1%	/	/
C=C(C)C1CC=C(CN2CCN(Cc3ccccc3)CC2)CC1 (centres undefined)	?	29%	-10%	3%	-17%	0.1	3%	2%	-27%
C=CCn1c(=NC(=O)CN2C(=O)CCC2=O)sc2cccc(OC)c21	8%	-1%	-5%	-10%	-13%	-0.1	13%	0%	-23%
Cc1ccccc1/[N+]([O-])=C/c1ccncc1	-28%	-10%	?	-7%	0%	-0.5	-20%	-9%	0%
CCC1CCc2c(c3ccccc3[nH]c2=O)O1 (centres undefined)	135%	0%	-12%	-3%	13%	-0.2	2%	-1%	-2%
COCCNc1nc(-c2cc(-c3ccccc3)on2)cc(C(C)C)n1	-2%	-1%	-4%	-9%	17%	0.7	12%	-8%	-23%
CCC(O)CC(C(=O)NNc1ccccc1)C(=O)NNc1ccccc1 (centres undefined)	11µM*	0%	-3%	0%	32%[activator]	0.3	0%	0%	-2%
Cc1c(NC(=O)c2cnn3c2NC(c2ccco2)CC3C(F)(F)F)c(=O)n(-c2ccccc2)n1C (centres undefined)	0%	20%	-11%	-9%	3%	0.4	-2%	-2%	-22%
Cc1ccc(S(=O)(=O)N2CCN(C(C)C)CC2)cc1	5%	1%	-5%	-8%	20%	0.0	2%	0%	-3%
COc1ccc(C(CNC(=O)c2cc(SC)ccc2Cl)N(C)C)cc1 (centres undefined)	-6%	2%	-11%	2%	11%	1.2	1%	2%	12%
O=C(CCNS(=O)(=O)c1ccc(Cl)cc1)N1CCN(c2ccccn2)CC1	-24%	47%[activator]	-14%	-12%	1%	-1.2	-1%	0%	17%
CCCc1ccc(NC(=O)C2CCCN(c3cnccn3)C2)cc1 (centres undefined)	-7%&0%	-2%	-2%&-22%	-13%&-17%	-14%&22%	-1.1&-2.6	-1%&0%	-7%&-1%	-2%&-3%
O=c1nc2ccc(Cl)cn2c2ccc(S(=O)(=O)N3CCCCC3)cc12	-21%	-12%	37%[activator]	4%	43%[activator]	0.0	4%	-3%	46%
O=C(CSc1nnc(COc2ccc(Cl)cc2)o1)N1CCCCC1	5%	-11%	-14%	-5%	80%[activator]	-0.2	0%	-3%	34%
CCCn1c(NCc2cccc(OC)c2O)nc2ccccc21	-43%	-2%	-3%	-9%	7%	-0.1	2%	1%	9%
CC(CC(=O)Nc1ccc2c(c1)OCO2)c1ccccc1 (centres undefined)	-12%	23%	-16%	8%	77%[activator]	-0.2	15%	-8%	39%
Fc1ccc(NC2=NCCCCC2)cc1	0%	-6%	-11%	-5%	101%[activator]	0.4	-4%	-4%	-28%
COc1cccc(N(CC(=O)NCCSCc2ccc(C)cc2)S(C)(=O)=O)c1	-6%	-2%	-17%	-10%	12%	-1.3	1%	-9%	-26%

Screens from PubChem.

Only part of the results is shown; rates above refer to the full screens.
